Assay outcomes: PubChem, several laboratories
Avidin fluor = green autofluorescence of compounds with avidin beads – biophysical, 488/530 nm, flow cytometry, artefact control, profiling panel; AID 1775, 2009; actives 0.38% (n = 220,000); fluorescence (KMESF) at 10 µM; compound fluorescence 488/530 nm; active compounds read high; in the data active means fluorescence above about 47; further: inactives centre near 10
Rac1 act GTP bind = GTP binding modulators of activated mutant Rac1, primary screen, biochemical, bead-based flow cytometry, multiplex, fluorescent GTP | percent activity (GTP binding), % at 10 µM | Ras-related C3 botulinum toxin substrate 1 (Homo sapiens), P63000 | GST-Rac1 activated beads; actives lie on both sides; 100% means binding = to untreated wells | actives 0.11% (n = 190,000);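 active means GTP binding at least 20 percentage points away from the 100% baseline, in either direction, so actives lie on both sides; inconclusive means Compound likely fluorescent itself, or too few beads counted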
Rac1 wt modul = wildtype Rac1 GTP binding modulators, primary screen, biochemical, GST-Rac1 beads, flow cytometry, multiplex; AID 757, 2007; fluorescent GTP binding; actives lie on both sides; 0 = cold GTP competed, 100 = untreated; GTP binding activity (% of control), % at 10 µM; Ras-related C3 botulinum toxin substrate 1 (Homo sapiens), P63000; actives 0.27% (n = 190,000);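 active means GTP binding activity at least 20 points away from the 100% control level, either lower or higher; inconclusive means compound flagged as likely green fluorescent, judged across all proteins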
Mcl1-Bid inh = Mcl-1/Bid binding inhibitors, primary screen, biochemical, TR-FRET, 1536-well; TR-FRET Mcl-1/Bid-Dy647 peptide binding; inhibition, % at 21.7 µM; actives 0.97% (n = 220,000);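 active means compounds that cut the binding signal by more than half at the single screening dose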;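 further: His-tagged Mcl-1 with europium anti-His antibody binding Bid BH3 peptide; 0% = Mcl-1 plus peptide wells and 100% = peptide-only wells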
Target sequence (Q07820 whole entry, looked up): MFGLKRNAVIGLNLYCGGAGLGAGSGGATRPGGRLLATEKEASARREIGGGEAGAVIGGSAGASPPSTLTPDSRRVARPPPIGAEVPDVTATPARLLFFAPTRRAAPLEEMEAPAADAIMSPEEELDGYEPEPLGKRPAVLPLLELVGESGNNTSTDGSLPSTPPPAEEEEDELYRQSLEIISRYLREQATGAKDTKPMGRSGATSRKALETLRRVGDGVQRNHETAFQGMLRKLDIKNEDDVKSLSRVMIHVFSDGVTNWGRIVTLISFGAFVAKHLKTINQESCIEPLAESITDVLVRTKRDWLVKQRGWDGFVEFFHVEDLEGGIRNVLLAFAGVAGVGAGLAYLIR
Rab7 wt modul = modulators of GTP binding to Rab7, primary screen, biochemical, wildtype, multiplex bead flow cytometry; AID 758, 2007; Rab7 GTPase wild type (dog), Bodipy-FL-GTP binding; GTP binding activity (percent of control), % at 10 µM; actives 0.055% (n = 190,000); GST-Rab7 beads, fluorescent GTP binding; actives lie on both sides; untreated = 100%, excess cold GTP = 0%;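 active means fluorescent GTP binding to Rab7 beads changed by at least 20 points from the 100% baseline, either direction, mostly lower; inconclusive means compound itself probably fluorescent, or too few beads counted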;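 further: median green fluorescence of bound Bodipy-FL-GTP per Rab7 bead population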
GSH fluor = compound fluorescence on glutathione beads, profiling panel, artefact control, biophysical, 488/530 nm, flow cytometry; GSH beads flow cytometry, compound fluorescence 488/530 nm; active compounds read high; fluorescence (KMESF) at 10 µM; AID 1776, 2009; actives 0.25% (n = 190,000); in the data active means fluorescence above about 89;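 further: glutathione beads carrying GST-tagged Bcl family fusion proteins plus one bare bead set; values are compound well signal with DMSO vehicle wells as background; inactives centre near 16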
Rab2A wt mod = modulators of GTP binding to Rab2A wildtype, primary screen, biochemical, dog, bead-based flow cytometry, multiplex | Ras-related protein Rab-2A (Canis lupus familiaris), P61105 | GST-Rab2 wt beads, Bodipy-GTP binding | GTP binding activity, % at 10 µM | actives 0.19% (n = 190,000) | AID 760, 2007;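 active means GTP binding activity at least 20 points away from 100%, either lowered or raised; inconclusive means signal likely due to the compound's own green fluorescence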;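 further: 0% = beads with excess unlabeled GTP and 100% = no-compound control corrected for plate trend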
Mcl1-Noxa inh = Mcl-1/Noxa binding inhibitors, primary screen, biochemical, TR-FRET, 1536-well; Induced myeloid leukemia cell differentiation protein Mcl-1 (Homo sapiens), Q07820; TR-FRET Mcl-1/Noxa peptide binding, 2 h; inhibition, % at 21.7 µM; actives 1.5% (n = 220,000); AID 1022, 2008;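 active means compounds that cut the protein-peptide binding signal by more than 50% relative to plate controls in a single-dose test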;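 further: His-tagged Mcl-1 with rhodamine Noxa BH3 peptide and terbium anti-His antibody; 0% = Mcl-1 plus Noxa peptide wells and 100% = peptide-only wells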
Cdc42 wt = modulators of GTP binding to wildtype Cdc42, primary screen, biochemical, multiplex bead flow cytometry, Bodipy-GTP | Cell division control protein 42 homolog (Homo sapiens), P60953 | GST-Cdc42 beads; actives lie on both sides | percent activity (GTP binding), % at 10 µM | actives 0.2% (n = 190,000);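 active means percent activity GTP binding at least 20 points away from the 100% baseline, either down as inhibitor or up as activator; inconclusive means compound flagged as likely green fluorescent from well-wide comparison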;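 further: median bead fluorescence of bound Bodipy-FL-GTP at 100 nM; 0% = excess unlabeled GTP control and 100% = no compound control; below 100% means less GTP binding so inhibitor and above means activator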
Target sequence (P60953 whole entry, looked up): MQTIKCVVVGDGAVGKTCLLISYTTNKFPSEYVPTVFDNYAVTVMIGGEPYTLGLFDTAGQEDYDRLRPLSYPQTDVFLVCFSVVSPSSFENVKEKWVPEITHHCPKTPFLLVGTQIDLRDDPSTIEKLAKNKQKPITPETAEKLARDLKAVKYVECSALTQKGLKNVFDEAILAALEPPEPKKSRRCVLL
HRas wt GTP bind = modulators of GTP binding to HRas wildtype, primary screen, biochemical, bead-based flow cytometry, multiplex | AID 759, 2007 | GTP binding activity, % at 10 µM | GST-Ras wt beads, Bodipy-FL-GTP binding; actives lie on both sides | actives 0.14% (n = 190,000);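 active means GTP binding activity at least 20% away from the 100% baseline, either lowered as inhibitor or raised as activator; inconclusive means flagged as likely green fluorescent, judged across all proteins in the well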;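 further: 0% = unlabeled GTP competition control and 100% = no-compound control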
Target sequence (P01112 whole entry, looked up): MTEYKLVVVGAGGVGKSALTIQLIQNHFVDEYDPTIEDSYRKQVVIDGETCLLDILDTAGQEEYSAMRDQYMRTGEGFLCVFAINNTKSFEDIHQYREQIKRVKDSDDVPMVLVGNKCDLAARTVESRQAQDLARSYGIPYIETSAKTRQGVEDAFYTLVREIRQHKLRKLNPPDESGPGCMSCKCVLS
Pf gamet viab = late stage P. falciparum gametocyte viability inhibitors, primary screen, ATP luminescence, HTS | inhibition, % at 10.9 µM | actives 0.065% (n = 150,000) | AID 743093, 2013 | P. falciparum stage V gametocytes, 24 h;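 active means inhibition above the mean plus 3 SD of compounds within the control limits, set per campaign, cut at about 38% in these data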;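 further: 0% = DMSO wells and 100% = medium only without gametocytes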
Numbers without * were called inactive; ? = inconclusive; · = not tested or not shown. Outcome played no part in choosing rows. Share with any hit: about 3%.

canonical_smiles	Avidin fluor	Rac1 act GTP bind	Rac1 wt modul	Mcl1-Bid inh	Rab7 wt modul	GSH fluor	Rab2A wt mod	Mcl1-Noxa inh	Cdc42 wt	HRas wt GTP bind	Pf gamet viab
COc1ccccc1OCC(O)Cn1c(=N)n(CCN2CCCCC2)c2ccccc21 (stereo not given)	6	?	?	-2	?	38	?	4	?	?	21
COC(=O)c1cccc(NC(=O)/C=C/c2ccc([N+](=O)[O-])cc2)c1	16	97	101	-6	96	11	98	-2	99	98	9
O=C(O)CCC(=O)Nc1ccc(N2CCCCC2)c(C(=O)O)c1	21	98	101	-13	101	16	99	-16	98	99	·
N#Cc1ccc(COC(=O)Cn2nnc(-c3ccccc3)n2)cc1	38	100	105	1	101	26	100	5	101	100	-23
CC(c1nc2ccccc2c(=O)[nH]1)N1CCN(C)CC1 (stereo not given)	12	101	103	-3	99	23	107	2	108	107	·
O=C(N/N=C\c1cn[nH]c1-c1ccccc1)c1cccs1	7	96	97	1	97	10	94	9	97	97	-22
COc1ccc(-c2nn(CCC(=O)O)cc2/C=C/C(=O)O)cc1[N+](=O)[O-]	1	98	100	15	97	8	99	15	94	96	20
CCCCc1c(C)c2ccc(OC)c(/C(C)=N\O)c2oc1=O	12	99	100	-9	97	25	101	30	99	102	·
COc1ccc(Oc2coc3cc(OCC(=O)N4CCCCC4)ccc3c2=O)cc1	13	100	103	-36	96	4	100	2	99	102	·
Cc1ccc(CNC(=O)c2ccc(N(C)C)cc2)cc1	14	95	103	-34	107	13	102	12	104	102	11
COc1ccc(NC(=O)COC(=O)CNS(=O)(=O)c2ccc(C)cc2)c(OC)c1	13	100	101	7	102	23	100	-12	101	101	14
COc1ccc(NC(=O)CCn2nc(C)cc2C)cc1	3	99	99	2	99	30	101	7	101	101	-22
Cc1ccc(Cl)cc1NS(=O)(=O)c1c(C)[nH]c(=O)[nH]c1=O	9	94	100	6	99	42	98	12	99	99	12
COc1ccc(CNCC(O)(c2ccc(Cl)cc2)c2ccc(Cl)cc2)cc1OC	8	104	103	1	102	26	104	1	105	104	-1
NC(=O)c1c(NC(=O)Cc2cccs2)sc2c1CCC2	15	95	96	-52	95	25	96	27	97	99	·
Cn1c(CSCc2ccccc2Cl)nnc1SCC(=O)Nc1nccs1	8	98	101	-8	100	32	100	-2	102	100	-1

Record cards, as listed above.
Cn1c(CSCc2ccccc2Cl)nnc1SCC(=O)Nc1nccs1 as listed: Avidin fluor: 8; Rac1 act GTP bind: 98; Rac1 wt modul: 101; Mcl1-Bid inh: -8; Rab7 wt modul: 100; GSH fluor: 32; Rab2A wt mod: 100; Mcl1-Noxa inh: -2; Cdc42 wt: 102; HRas wt GTP bind: 100; Pf gamet viab: -1
COc1ccc(Oc2coc3cc(OCC(=O)N4CCCCC4)ccc3c2=O)cc1 as listed: Avidin fluor: 13; Rac1 act GTP bind: 100; Rac1 wt modul: 103; Mcl1-Bid inh: -36; Rab7 wt modul: 96; GSH fluor: 4; Rab2A wt mod: 100; Mcl1-Noxa inh: 2; Cdc42 wt: 99; HRas wt GTP bind: 102; Pf gamet viab: ·
COc1ccc(NC(=O)COC(=O)CNS(=O)(=O)c2ccc(C)cc2)c(OC)c1 as listed: Avidin fluor: 13; Rac1 act GTP bind: 100; Rac1 wt modul: 101; Mcl1-Bid inh: 7; Rab7 wt modul: 102; GSH fluor: 23; Rab2A wt mod: 100; Mcl1-Noxa inh: -12; Cdc42 wt: 101; HRas wt GTP bind: 101; Pf gamet viab: 14

Next structures:
canonical_smiles	Avidin fluor	Rac1 act GTP bind	Rac1 wt modul	Mcl1-Bid inh	Rab7 wt modul	GSH fluor	Rab2A wt mod	Mcl1-Noxa inh	Cdc42 wt	HRas wt GTP bind	Pf gamet viab
CC1(C)CC(N(Cc2ccco2)C(=O)Cc2ccccc2)CCO1 (stereo not given)	14	100	103	15	101	23	101	19	103	101	·
Cc1ccc(NC(=O)c2snc3c(=O)[nH]cnc23)cc1C	13	96	99	-14	94	24	97	5	101	99	·
COC(=O)C1=C(C)NC2=C(C(=O)C(C(=O)OC)C(c3ccc(OC)cc3)C2)C1c1ccccn1 (stereo not given)	34	99	100	-34	101	14	103	-10	101	101	·
CCn1cc(CNC(=O)CCc2ccc(OC)cc2)cn1	12	88	94	-24	97	43	91	5	92	93	·
CCOC(=O)C1CCN(C(=O)CCS(=O)(=O)c2ccc3c(c2)CCN3C(C)=O)CC1	35	100	105	7	99	25	102	1	104	102	·
O=C(Nc1ccnc(-c2ccncc2)n1)c1ccccc1Cl	10	95	101	14	98	14	100	23	99	97	-1
CC(=O)Nc1nonc1-c1nc2ccccc2n1N(C(C)=O)C(C)=O	15	96	95	-36	98	8	97	52*	95	97	7
CC(OC(=O)c1cc(Cl)ccc1[N+](=O)[O-])C(=O)NC(C)c1ccc(F)cc1 (stereo not given)	3	100	104	3	104	9	102	6	105	101	-8
O/N=C/c1cccnc1Sc1ccccc1	24	93	93	-12	103	11	97	1	94	97	-15
Cc1ccc(OCC(O)CN2CCN(c3ccccc3)CC2)cc1 (stereo not given)	4	101	103	-74	100	26	101	4	104	100	12
CCOc1ccc(CN(C(=O)c2ccco2)C2CCS(=O)(=O)C2)cc1 (stereo not given)	12	101	103	-13	104	27	105	-5	103	106	·
CC(C)(C)C(=O)NC(=S)NNC(=O)c1ccncc1	6	97	104	-46	99	21	96	4	100	101	·
COc1cc([N+](=O)[O-])ccc1NC(=O)CN1CCOCC1	9	99	100	-26	104	19	101	15	100	99	28
CCOC(=O)c1cnc(-c2ccccc2)nc1Oc1ccc(C)cc1	9	98	98	-29	100	14	99	-10	99	98	2
CCOC(=O)N1CCN(C(=O)COc2cc(=O)n(C)c3ccccc23)CC1	6	98	98	-7	100	36	98	25	100	98	·
Cc1sc2ncn(-c3ccccc3)c(=O)c2c1C	11	93	102	28	97	21	95	-2	95	97	15

3 entries from above, sorted by the value under Mcl1-Noxa inh, falling.
Compound | Avidin fluor | Mcl1-Bid inh | Rab7 wt modul | GSH fluor | Rab2A wt mod | Mcl1-Noxa inh | Cdc42 wt | HRas wt GTP bind
Cc1sc2ncn(-c3ccccc3)c(=O)c2c1C | 11 | 28 | 97 | 21 | 95 | -2 | 95 | 97
CCOc1ccc(CN(C(=O)c2ccco2)C2CCS(=O)(=O)C2)cc1 (stereo not given) | 12 | -13 | 104 | 27 | 105 | -5 | 103 | 106
CCOC(=O)c1cnc(-c2ccccc2)nc1Oc1ccc(C)cc1 | 9 | -29 | 100 | 14 | 99 | -10 | 99 | 98

(more compounds)
canonical_smiles	Avidin fluor	Rac1 act GTP bind	Rac1 wt modul	Mcl1-Bid inh	Rab7 wt modul	GSH fluor	Rab2A wt mod	Mcl1-Noxa inh	Cdc42 wt	HRas wt GTP bind	Pf gamet viab
Cc1ccc(S(=O)(=O)NNC(=O)c2cccs2)c(C)c1	6	102	107	-66	112	14	105	4	105	106	-11
CCc1nnc(NS(=O)(=O)c2ccc(NC(=O)COc3ccc4ccccc4c3)cc2)s1	14	86	90	-1	93	10	90	25	89	92	3
O=C1CC(c2cccc(Cl)c2)CC(O)=C1C=NC1CCCC1 (stereo not given)	3	101	104	4	97	15	100	4	101	102	6
Cc1[nH]c2ccccc2c1N=Nc1ccccc1F	10	97	98	-24	103	12	96	7	97	99	-3
COc1ccc2[nH]c(=O)c(CN(C(=O)c3ccncc3)C(C)C)cc2c1	8	100	103	-10	104	45	104	4	103	103	·
COc1cccc(Nc2nc(N)nc(-c3oc4ccccc4c3C)n2)c1	29	100	103	2	99	18	98	-16	100	99	·
CC(C)(C)c1ccc(NC(=O)COC(=O)c2ccc([N+](=O)[O-])s2)cc1	8	98	100	-3	92	8	96	2	97	98	·
COc1ccc(OC)c(NC(=O)CCC(=O)Nc2nnc(C(F)(F)F)s2)c1	12	95	98	-7	97	27	98	9	97	98	15
CC1CCCC(NC(=O)COC(=O)COc2ccc(Cl)cc2)C1C (stereo not given)	10	94	98	3	90	31	93	-7	94	92	·
O=C1CN(C(=O)CSc2nc(-c3ccccc3)cs2)c2ccccc2N1	15	100	100	-9	94	8	99	-43	96	99	13
Cc1ccc(S(=O)(=O)/C(C#N)=C/c2c(N3CCOCC3)nc3ccccn3c2=O)cc1	11	99	101	-10	102	24	99	9	99	100	13
COc1cccc(OC)c1C(=O)NC(=S)Nc1ccc2oc(=O)ccc2c1	12	99	101	-33	96	10	104	-1	103	101	-11
Cc1ccc(S(=O)(=O)NCC(=O)OCC(=O)c2cccs2)cc1	13	100	103	-10	101	26	103	-1	103	102	·
CC(NC(=O)COc1ccc(Br)cc1)C(=O)O (stereo not given)	17	102	105	-4	98	26	102	15	103	101	·
CCOC(=O)c1cnc(SCC(=O)N2CCN(c3ccccc3)CC2)nc1N	11	98	99	-50	98	26	100	10	101	99	·
CC(=O)C1=C(C)NC(SCC(=O)c2ccc(Cl)cc2)=C(C#N)C1c1ccco1 (stereo not given)	30	97	106	-18	95	26	96	14	98	99	·
Cc1cc2ccccc2n1CCNC(=O)c1ccccc1	27	95	98	-19	95	21	94	6	97	95	·
COc1ccccc1CC(=O)NC1CC(C)(C)NC(C)(C)C1	9	95	101	-8	97	52	96	1	98	99	·
Cc1ccc(C(=O)NNC(=O)Cc2ccccc2)cc1	13	99	103	-36	94	36	96	-13	98	97	11
FC(F)(F)c1cc(-c2ccccc2)nc(NCc2cccs2)n1	4	101	102	-2	100	12	98	12	101	103	-4
CCc1ccccc1NC(=O)c1nnn(CC(=O)Nc2ccccc2C)c1N	12	99	99	-11	96	21	104	12	101	102	·
COc1ccc(/C=C\c2onc(C)c2S(=O)(=O)N2CCC(C(=O)NCCC(C)C)CC2)cc1	6	98	102	-14	101	28	100	2	99	102	·
Cc1nn(C(=O)CN2C(=O)c3ccccc3C2=O)c(C)c1Br	16	100	103	-4	108	16	103	-13	103	103	·
N#Cc1ccsc1NC(=O)COC(=O)CCCSc1nc2ccccc2s1	8	95	97	-20	93	26	95	20	98	94	·
